Screening data (PubChem BioAssay)
TSG101-PTAP inh: blocks PTAP/TSG101 interaction to inhibit HIV-1 budding | Fluorescence polarization, FITC-PTAP peptide / Tsg101 binding | Potency, µM (top dose mostly 115 µM), without a hit: at the top dose activity change, negative = inhibition, most hits filed as inhibitors | 340,000 tested, under 10 active | AID 493005; active = well fitted inhibition curve with a large enough effect in the main read-out, with a control signal flat, not every such curve was filed as active; inconclusive = small, poorly fitted or top-dose-only effect, or effect the other way, or a change in a side signal; inactive = no such curve, though single readings can be large or run the other way; also: potency is read from the fitted curve at half-maximal effect; % of control where 0% means no effect
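FP read-out: FITC-PTAP peptide, 50 nM final, binding Tsg101 binding domain, 10 uM final; 20 min, r.t.; 10 mM HEPES pH 7.5, 0.15 M NaCl, 0.01% Tween 20, 3 mM EDTA, 0.1 mM TCEP.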
A-T KAP1 phos: potential ataxia-telangiectasia treatments restoring KAP-1 phosphorylation. […] A-T fibroblasts, KAP-1 phosphorylation AlphaLISA; neocarzinostatin DNA damage 30 min before lysis. Potency, µM (doses to about 57.5 µM), without a hit: at the top dose activation, hits mostly activators. 320,000 compounds, 0.19% hits; also: potency is read from the fitted curve at half-maximal effect; % of control where 0% means no effect; nearly all actives have a fitted effect of over 45% in size
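hTERT-immortalized A-T patient fibroblasts ([…]), 500 cells/well in OPTI-MEM, 1% FBS, got compounds for 60 min, then NCS for 30 min at 37C. Lysates were then assayed for phospho-KAP-1 by AlphaLISA (anti-pKAP1 donor, anti-KAP1 acceptor beads), 6 hr at 25C.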
TCR activator: T cell receptor activation | primary human leukocytes, anti-CD3, IL-2 HTRF, 48 h | Potency, µM (titrated, usually from 9.22 µM), inactives show at the highest dose activation of IL-2 secretion, usual class: activators | 330,000 tested, under 10 active; also: % of control where 0% means no effect
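IL-2 produced over 48 hr by a-CD3 bead-stimulated primary human leukocytes exposed to compounds was detected with a homogeneous time-resolved FRET immunoassay, 665nm acceptor signal after 320nm excitation.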
B2AR arrestin: agonists driving beta-arrestin recruitment to human beta2-adrenergic receptor; P07550; beta-arrestin recruitment to beta2AR, cell-based reporter; Potency, µM (highest dose often 46.1 µM), inactives show at the highest dose activation, hits mostly activators; 330,000 compounds, 0.02% hits; AID 492947;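 also: potency is read from the fitted curve at half-maximal effect; 0% = DMSO controls and full agonism = EC100 isoproterenol or metaproterenol; nearly all actives have a fitted effect of over 65% in size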
TRPV1 ag: agonists of human vanilloid receptor 1 (TRPV1); TRPV1-expressing cells, Fluo-8 calcium influx, agonist mode; 320,000 compounds, 0.19% hits; Q8NER1; activation, % at 8.33 µM; in the data active = activation above about 80%; inconclusive = between about 30% and that limit; also: 0% is about no effect
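Cells expressing TRPV1 were dye-loaded with Fluo-8 and read kinetically: 10 s baseline, 3 min after compound (agonist portion), then 2 min after EC20 capsaicin (allosteric enhancer portion). Calcium-bound dye fluorescence at 480/520 nm.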
BRCA1 expr act: increases BRCA1 expression; Potency, µM (top dose mostly 46.1 µM), inactives show at the highest dose activation, hits mostly activators; AID 624202; MCF7-BRCA1-FFLuc reporter, luminescence, 48 h; response scale: scaled: vehicle 0%, 10 µM genistein 100%; 380,000 compounds, 1.1% hits; also: potency is read from the fitted curve at half-maximal effect; nearly all actives have a fitted effect of over 80% in size; some results filed as inactive show a strong effect at the top dose
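MCF7-BRCA1-FFLuc, 2000 cells/well; 2 h attach, 37 °C/5% CO2; compound 48 h; luciferase substrate 15 min; luminescence end-point. Norm. to genistein 10 microM max activation and DMSO; concentration-response curves fitted.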
p53 reactivator: mutant p53 re-activation in reporter cells. Potency, µM (series often up to 92.2 µM), without a hit: at the highest dose activity change, positive = activation, hits mostly activators. 320,000 compounds, 0.063% hits. H1299 p53-A138V BP100-luciferase reporter, luminescence, 24 h. AID 504706; also: potency is read from the fitted curve at half-maximal effect; % of control where 0% means no effect; nearly all actives have a fitted effect of over 45% in size
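H1299 (p53-null), stable ts p53-A138V + BP100-Luc; 1000 cells/well, Opti-MEM/10% FBS; cpd 4 pt, 1:5; 24 h, 37 deg C, 5% CO2; detection reagent 10 min RT; luminescence.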
MLL CXXC-DNA inh: inhibitors of human MLL CXXC domain-DNA interaction | Q03164 | MLL-CXXC / FITC-HOXA9 DNA fluorescence polarization | Potency, µM (highest dose often 115 µM), inactives show at the highest dose activity change, negative = inhibition, usual class: inhibitors | 290,000 compounds, 0.037% hits | AID 2662; active = well fitted inhibition curve with a large enough effect in the polarisation, with a control signal flat, not every such curve was filed as active; inconclusive = small, poorly fitted or top-dose-only effect, or effect the other way, or a change in a side signal; inactive = no such curve, though single readings can be large or run the other way; the % refers to the polarisation; also: potency is read from the fitted curve at half-maximal effect
Target sequence (Q03164 whole entry, looked up, the tested form may be a part): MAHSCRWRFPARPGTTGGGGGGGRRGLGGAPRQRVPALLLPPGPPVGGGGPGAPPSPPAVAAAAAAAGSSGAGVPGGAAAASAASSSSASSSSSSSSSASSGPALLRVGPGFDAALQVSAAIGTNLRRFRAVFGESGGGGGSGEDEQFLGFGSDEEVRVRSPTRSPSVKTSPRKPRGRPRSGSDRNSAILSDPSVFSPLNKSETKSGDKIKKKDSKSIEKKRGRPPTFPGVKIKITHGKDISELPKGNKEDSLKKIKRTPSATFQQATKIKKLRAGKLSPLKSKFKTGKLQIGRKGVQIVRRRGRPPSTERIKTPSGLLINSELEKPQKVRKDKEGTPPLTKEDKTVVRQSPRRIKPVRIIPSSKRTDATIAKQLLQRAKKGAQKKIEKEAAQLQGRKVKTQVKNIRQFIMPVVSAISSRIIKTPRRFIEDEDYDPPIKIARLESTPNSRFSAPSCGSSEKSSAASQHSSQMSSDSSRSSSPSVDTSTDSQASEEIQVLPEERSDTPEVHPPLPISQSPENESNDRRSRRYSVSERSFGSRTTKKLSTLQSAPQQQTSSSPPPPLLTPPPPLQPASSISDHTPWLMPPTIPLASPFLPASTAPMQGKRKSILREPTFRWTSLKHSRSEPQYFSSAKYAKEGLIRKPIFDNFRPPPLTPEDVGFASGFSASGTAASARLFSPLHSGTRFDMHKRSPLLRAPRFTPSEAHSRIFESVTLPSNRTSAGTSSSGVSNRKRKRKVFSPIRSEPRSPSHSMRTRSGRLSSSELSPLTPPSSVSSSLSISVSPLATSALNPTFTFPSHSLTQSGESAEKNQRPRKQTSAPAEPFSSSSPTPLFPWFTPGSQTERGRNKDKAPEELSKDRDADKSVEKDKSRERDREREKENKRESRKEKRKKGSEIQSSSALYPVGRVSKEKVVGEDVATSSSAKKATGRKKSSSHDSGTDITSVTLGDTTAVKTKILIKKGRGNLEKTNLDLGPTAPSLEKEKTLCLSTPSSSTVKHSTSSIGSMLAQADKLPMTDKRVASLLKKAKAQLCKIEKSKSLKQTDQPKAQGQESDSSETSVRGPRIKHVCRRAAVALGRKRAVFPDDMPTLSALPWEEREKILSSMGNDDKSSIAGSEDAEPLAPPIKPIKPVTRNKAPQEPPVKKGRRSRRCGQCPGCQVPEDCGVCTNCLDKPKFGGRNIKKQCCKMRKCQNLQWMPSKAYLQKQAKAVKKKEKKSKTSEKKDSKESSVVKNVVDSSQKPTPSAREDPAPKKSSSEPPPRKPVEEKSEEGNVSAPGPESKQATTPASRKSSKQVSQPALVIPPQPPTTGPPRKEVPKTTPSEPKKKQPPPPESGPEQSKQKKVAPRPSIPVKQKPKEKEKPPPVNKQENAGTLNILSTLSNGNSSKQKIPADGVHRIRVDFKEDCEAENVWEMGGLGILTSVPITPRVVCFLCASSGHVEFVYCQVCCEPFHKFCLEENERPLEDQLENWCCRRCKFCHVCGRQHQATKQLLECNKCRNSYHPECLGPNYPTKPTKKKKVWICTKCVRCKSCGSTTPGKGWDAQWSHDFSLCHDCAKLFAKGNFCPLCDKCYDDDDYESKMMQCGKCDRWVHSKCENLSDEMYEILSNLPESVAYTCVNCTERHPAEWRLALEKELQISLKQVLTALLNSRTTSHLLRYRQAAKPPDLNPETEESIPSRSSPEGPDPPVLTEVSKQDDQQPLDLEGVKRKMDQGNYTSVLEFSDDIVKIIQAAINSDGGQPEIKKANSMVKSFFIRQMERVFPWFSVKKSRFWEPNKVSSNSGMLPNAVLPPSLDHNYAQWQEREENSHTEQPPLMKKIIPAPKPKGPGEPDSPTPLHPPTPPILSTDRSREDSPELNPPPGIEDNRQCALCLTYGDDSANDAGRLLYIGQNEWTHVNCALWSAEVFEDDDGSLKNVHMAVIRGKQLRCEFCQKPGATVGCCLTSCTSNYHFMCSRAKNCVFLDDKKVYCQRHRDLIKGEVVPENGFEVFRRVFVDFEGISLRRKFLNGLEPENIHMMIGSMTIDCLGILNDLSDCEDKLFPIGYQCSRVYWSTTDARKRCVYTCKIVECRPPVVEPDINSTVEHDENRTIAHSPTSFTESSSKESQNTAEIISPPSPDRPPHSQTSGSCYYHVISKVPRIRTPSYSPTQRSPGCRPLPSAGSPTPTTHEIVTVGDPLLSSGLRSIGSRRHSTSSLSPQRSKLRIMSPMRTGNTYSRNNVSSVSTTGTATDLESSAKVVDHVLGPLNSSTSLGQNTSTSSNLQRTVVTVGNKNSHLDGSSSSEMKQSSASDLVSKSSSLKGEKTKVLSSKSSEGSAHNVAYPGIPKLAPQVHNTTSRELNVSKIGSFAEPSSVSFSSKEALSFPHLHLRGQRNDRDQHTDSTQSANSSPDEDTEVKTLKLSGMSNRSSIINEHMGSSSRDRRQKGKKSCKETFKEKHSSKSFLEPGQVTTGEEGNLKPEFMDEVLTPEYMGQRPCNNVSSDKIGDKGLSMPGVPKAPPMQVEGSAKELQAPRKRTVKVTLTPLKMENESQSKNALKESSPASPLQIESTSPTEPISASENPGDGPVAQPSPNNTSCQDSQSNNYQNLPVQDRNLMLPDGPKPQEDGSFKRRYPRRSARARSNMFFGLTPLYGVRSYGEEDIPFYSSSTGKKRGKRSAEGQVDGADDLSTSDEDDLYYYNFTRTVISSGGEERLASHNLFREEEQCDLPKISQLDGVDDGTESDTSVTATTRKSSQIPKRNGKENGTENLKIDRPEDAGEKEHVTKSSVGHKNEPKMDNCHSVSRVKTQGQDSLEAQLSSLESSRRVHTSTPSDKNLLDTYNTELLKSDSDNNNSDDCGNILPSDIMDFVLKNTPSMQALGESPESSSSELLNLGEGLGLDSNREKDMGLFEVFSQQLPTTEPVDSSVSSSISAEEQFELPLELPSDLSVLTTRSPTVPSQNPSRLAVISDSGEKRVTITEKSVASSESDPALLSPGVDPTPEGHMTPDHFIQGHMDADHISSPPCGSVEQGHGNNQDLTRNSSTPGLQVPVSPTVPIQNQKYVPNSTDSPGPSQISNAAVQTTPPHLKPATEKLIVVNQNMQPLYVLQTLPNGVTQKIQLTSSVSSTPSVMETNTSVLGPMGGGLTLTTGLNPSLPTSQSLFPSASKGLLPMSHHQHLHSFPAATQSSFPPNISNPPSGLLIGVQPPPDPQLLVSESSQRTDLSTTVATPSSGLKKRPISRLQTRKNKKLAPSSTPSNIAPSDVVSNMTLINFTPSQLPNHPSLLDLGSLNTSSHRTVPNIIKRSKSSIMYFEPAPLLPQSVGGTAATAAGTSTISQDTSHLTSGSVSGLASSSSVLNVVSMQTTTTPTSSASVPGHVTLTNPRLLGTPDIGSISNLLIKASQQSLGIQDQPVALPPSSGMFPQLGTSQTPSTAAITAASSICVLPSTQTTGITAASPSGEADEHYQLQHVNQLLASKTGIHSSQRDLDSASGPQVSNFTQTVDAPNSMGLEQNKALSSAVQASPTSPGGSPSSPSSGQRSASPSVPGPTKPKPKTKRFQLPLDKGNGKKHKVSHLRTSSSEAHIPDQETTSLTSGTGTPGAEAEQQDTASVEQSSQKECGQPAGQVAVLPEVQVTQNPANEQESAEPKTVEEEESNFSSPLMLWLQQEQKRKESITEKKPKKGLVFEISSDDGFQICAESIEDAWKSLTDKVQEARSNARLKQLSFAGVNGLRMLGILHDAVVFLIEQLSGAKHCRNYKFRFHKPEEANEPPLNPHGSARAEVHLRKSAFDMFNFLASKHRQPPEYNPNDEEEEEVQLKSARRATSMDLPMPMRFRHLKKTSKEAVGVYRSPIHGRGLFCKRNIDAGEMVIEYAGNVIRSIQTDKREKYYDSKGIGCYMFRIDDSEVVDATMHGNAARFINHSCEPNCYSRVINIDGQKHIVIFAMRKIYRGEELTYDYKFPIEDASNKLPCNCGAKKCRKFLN
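Fluorescence polarization: 7 uM MLL-CXXC (stock) preincubated 5 min with compounds, then 50 nM fluorescein-HOX-A9 DNA (stock) added; 30 min ambient. Buffer 50 mM Tris-HCl pH 7.5, 50 mM NaCl, 1 mM DTT, 0.05% BSA.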
Integrin act MD: integrin-mediated muscular dystrophy alleviation activation; alpha7betagal myoblasts, beta-gal FDG fluorescence, 48 h; Potency, µM (series often up to 38.3 µM), without a hit: at the highest dose activation, usual class: activators; 350,000 compounds, 0.064% hits; AID 624291;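 also: potency is read from the fitted curve at half-maximal effect; 100% = response of the positive control SU9516; nearly all actives have a fitted effect of over 60% in size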
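alpha7betagal+/- myoblasts (passage 13, 250/well) treated 48 h at 37C with compounds at 1:260 dilution of DMSO stock. Lysed, then beta-galactosidase activity read as FDG fluorescence (ex 480/em 540) after 30 min, with pre-read for autofluorescence.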
ELG1 DNA repair: inhibitors of ELG1-dependent DNA repair in HEK293T cells. 330,000 compounds, 2.3% hits. Potency, µM (top dose mostly 46.1 µM), without a hit: at the top dose activity change, negative = inhibition, hits mostly inhibitors. HEK293T ELG1-luciferase reporter, luminescence, 16 h; DNA damage induced by 5-fluorouridine. AID 504467; also: potency is read from the fitted curve at half-maximal effect; % is scaled to controls: 0 for no effect and ±100 for the full control effect; nearly all actives have a fitted effect of over 55% in size
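DMSO vehicle served as the neutral condition. Each well held 2,000 cells given 5-fluorouridine plus compound; after 16 hr at 37 °C/5% CO2, ONE-Glo was added and luciferase measured 30 min later.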
Active calls of the source: *; ? = inconclusive; . = not tested or not shown; [ ] = remark or other dose. Unless noted, calls follow the shape of the dose curve; as a rule, active = well fitted curve in the direction sought with a large enough effect; inconclusive = small, poorly fitted or top-dose-only effect, or another doubt; inactive = no such curve, though single readings can be large; an effect the other way counts as inactive or inconclusive.

SMILES | TSG101-PTAP inh | A-T KAP1 phos | TCR activator | B2AR arrestin | TRPV1 ag | BRCA1 expr act | p53 reactivator | MLL CXXC-DNA inh | Integrin act MD | ELG1 DNA repair
C=C[C@@]1(C)CC(=O)[C@]2(O)[C@@]3(C)[C@@H](O)CCC(C)(C)[C@@H]3[C@H](O)[C@H](OC(C)=O)[C@@]2(C)O1 | 0% | . | 8% | . | . | -12% | . | ? | . | .
C=CCOc1ccc(Br)cc1CNCC | -1% | 2% | -8% | -0.2% | 4 | -5% | -1% | 1% | -12% | -4%
CCOC(=O)c1c(C)oc2ccc(O)c(CN3CCCCC3)c12 | -2% | 7% | . | -0.2% | 2 | -1% | -8% | 6% | -25% | -11%
O=C(CN1C(=O)S/C(=C\c2ccccn2)C1=O)Nc1ccccc1 | -1% | -1% | -2% | -0.2% | 2 | 4% | 0% | 1% | -6% | ?
O=C(O)c1ccccc1C=NN1CCCCCC1 | 2% | . | 4% | . | . | 2% | . | . | 3% | .
Oc1c(Cl)cc(Cl)c(Cl)c1CN1CCOCC1 | 3% | . | -2% | . | . | -14% | . | . | 27% | .
Cc1ccc(NC(=S)NCc2ccc(Cl)cc2)c(OC(F)F)c1 | -4% | 4% | 3% | -0.4% | ? | -28% | 2% | -1% | 0% | -2%
Cc1nc(N2CCC(C)CC2)c2c(C)c(C(=O)Nc3ccc(C(F)(F)F)cc3)sc2n1 | -4% | -3% | -4% | 0.0% | -1 | -71% | -4% | 2% | 9% | -10%
O=C(COC(=O)/C=C/c1cccc(Cl)c1)NCCc1ccccc1 | -1% | -3% | -4%[46.1 µM] | -1.1% | 8 | 37% | -6% | -1% | -7% | -7%
CCOC(=O)C1=C(C)OC(N)=C(C#N)C1c1cncc(-c2ccc(F)cc2)c1 (stereo not given) | 2% | 1% | -7%[46.1 µM] | -2.9% | 3 | 3% | 20% | -1% | 25% | 4%
Cc1nc(C)c(-c2csc(Nc3ccc(O)c(C(=O)O)c3)n2)s1 | -3% | -5% | 7% | -0.3% | -2 | 25% | ? | 5% | 33% | 12%
CC(Sc1ccccn1)C(=O)Nc1ccc2c(c1)OCO2 (stereo not given) | -2% | 6% | 5% | 0.1% | 17 | 13% | ? | . | 14% | ?
CCn1c(C)c(C)c2cc(C(=O)NCCCN3CCCCCC3)ccc21 | -3% | -4% | 8% | -0.9% | -3 | -2% | 4% | 11% | -63%[inhibitor] | 14%
COc1ccccc1NC(=O)c1cccc(S(=O)(=O)N2CCN(Cc3ccccc3)CC2)c1 | -9% | -2% | 1% | -0.4% | ? | -27% | 0% | . | 0% | -9%
N#Cc1c(SCc2ccc(Cl)cc2)sc(C(=O)c2ccccc2)c1N | -1% | 1% | 0% | -0.1% | -1 | -32% | 13% | 15% | 5% | -10%
COc1ccc2sc(-c3ccccc3OC)c(-c3ccc(O)cc3)c2c1 | . | -1% | 8% | -0.9% | 6 | -22% | 1% | . | -31% | -12%
O=C(COc1ccc(F)cc1)NCC1(N2CCCCC2)CCCCC1 | -1% | -8% | -3% | 0.1% | 9 | -19% | 0% | . | 4% | 30%
CC(C)(C)c1cc(C(F)(F)F)c(C#N)c(=O)[nH]1 | -4% | 7% | 4% | 0.1% | -1 | -47% | 5% | -8% | 7% | -2%
CCC(C)Nc1nc(CN2CCOCC2)nc2sc3c(c12)CCC3 (stereo not given) | -1% | -2% | -5% | 0.1% | 7 | -6% | -2% | 2% | 6% | ?
Cc1cc(SCCOc2ccccc2)nc(N)n1 | -10% | -3% | -3% | 8.4% | -2 | ? | ? | -1% | 12% | ?
COc1cc2c(cc1NCc1ccccn1)oc1ccccc12 | -6% | -1% | 2%[46.1 µM] | -0.5% | 2 | 38% | 21% | -4% | 5% | ?
O=C(O)c1c[nH]c2ccc(S(=O)(=O)N3CCOCC3)cc12 | -3% | 7% | -2% | -0.6% | -3 | 15% | 4% | 7% | 11% | 4%
CCCCN1CC(COCc2ccccc2)OCCS1(=O)=O (stereo not given) | -1% | . | -2% | . | . | 7% | . | . | -2% | .
COCC(=O)Nc1cc(OC)c(Cl)cc1OC | 0% | -3% | 3% | -0.2% | -15 | -9% | 24% | -2% | 14% | 17%
COc1ccc(CCNCC(=O)Nc2ccc(OC(F)F)cc2)cc1 | 1% | 0% | 4% | 0.0% | 4 | -12% | -5% | 9% | -19% | 0%
More structures.
SMILES | TSG101-PTAP inh | A-T KAP1 phos | TCR activator | B2AR arrestin | TRPV1 ag | BRCA1 expr act | p53 reactivator | MLL CXXC-DNA inh | Integrin act MD | ELG1 DNA repair
CCCNC(=O)CN(Cc1ccccc1F)S(=O)(=O)c1ccc(C)cc1 | 0% | 1% | -3% | -0.9% | 12 | 7% | -2% | -4% | -1% | 7%
Cn1c(=O)c2cn(-c3ccccc3)cc2n(C)c1=O | -4% | -10% | -16% | 2.4% | 0 | -8% | 7% | -1% | 5% | 0%
O=C(CN1C(=O)/C(=C/c2ccco2)SC1=S)NC1CCS(=O)(=O)C1 (stereo not given) | -6% | 2% | -3% | -1.2% | -4 | 3% | 0% | 12% | ? | -3%
Cc1ccnn1CC(=O)N/N=C/c1cccs1 | 4% | 1% | -11%[46.1 µM] | 0.1% | 1 | 20% | -5% | 11% | 2% | 9%
CC1CCCCN1Cc1c(O)ccc2c(=O)c(-c3ccc(Cl)cc3Cl)coc12 (stereo not given) | 3% | 0% | 3% | 0.0% | -2 | -6% | 21% | -9% | -9% | -11%
CCN(C(=O)CSc1nnc(-c2cccc(F)c2)n1N)c1c(N)n(Cc2ccccc2)c(=O)[nH]c1=O | -5% | . | -8% | . | . | -14% | . | . | -1% | .
O=C(NCCC1=CCCCC1)Nc1ccc2nsnc2c1 | 0% | 1% | 9% | 0.0% | -1 | ? | 0% | 9% | -23% | 11%
COc1ccc(Nc2nc(-c3cccnc3)nc3ccccc23)cn1 | ? | 5% | 3% | -0.4% | 0 | -30% | 7% | ? | 0% | ?
COc1ccc(F)c(-c2nc(CN3CCN(C(=O)c4ccco4)CC3)c(C)o2)c1 | -5% | 10% | 5% | 0.2% | 3 | -8% | -11% | 27% | -22% | ?
CCc1cc(=O)oc2cc(C)cc(OCC(=O)NCc3ccncc3)c12 | -9% | -1% | 3% | 0.0% | 1 | -4% | -13% | 3% | 2% | 13%
CC(C)CN(C(=O)CCC(=O)OCc1ccc(Cl)cc1Cl)c1c(N)n(CC(C)C)c(=O)[nH]c1=O | -1% | -5% | 0% | 0.2% | -5 | -23% | -8% | . | -9% | 2%
CCO[C@H]1OC(C(N)=O)=C[C@@H](C)[C@@H]1CCCO | -6% | 4% | 5% | 0.2% | 4 | -13% | -2% | -12% | 9% | -1%
Cc1ccc2c(C(=O)CN3CCN(C4CCCCC4)CC3)c(C)[nH]c2c1 | 0% | -8% | -1% | 0.2% | -4 | -10% | 4% | 1% | -13% | 15%
O=C1[C@H]2[C@@H](c3ccc(F)cc3)N3C(=O)N(c4cccc(F)c4)C(=O)[C@@]3(Cc3ccccc3)[C@H]2C(=O)N1C1CCCCC1 | 0% | 5% | 7% | -0.1% | -3 | 0% | 10% | . | 0% | ?
O=C(N/N=C/c1cccs1)c1cc(-c2ccc3ccccc3c2)n[nH]1 | -8% | 1% | -8% | 7.3% | 1 | -9% | -5% | 37%[activator] | -4% | -21%
CCCS(=O)(=O)c1c(S(=O)(=O)CCC)c2c3ccccc3ccn2c1C(=O)OC | 0% | . | 0%[46.1 µM] | 0.1% | ? | -1% | -3% | 14% | 0% | ?
COc1ccccc1Nc1cc(N2CCOCC2)c2nonc2c1[N+](=O)[O-] | 1% | -2% | 21% | 0.0% | -2 | -17% | 7% | 9% | 20% | 10%
Cc1ccc(C)c(N2CCN(C(=O)c3cn(C)c4ccc(S(=O)(=O)N(C)C)cc4c3=O)CC2)c1 | 0% | 12% | 2% | -1.0% | 2 | -14% | -7% | 3% | 8% | -14%
O=C1c2ccccc2CCC12N=NCC2c1ccccc1 (stereo not given) | -2% | 2% | -1% | -0.1% | 5 | -17% | 13% | 5% | 7% | ?
CN1CCN(c2ncnc3c2cnn3-c2ccc(Cl)cc2)CC1 | -6% | 7% | -10% | -1.1% | . | 46% | 14% | 2% | 14% | ?
O=[N+]([O-])c1ccc(/C=N/Nc2ncccc2[N+](=O)[O-])s1 | 2% | . | 10% | . | . | 0% | . | . | -12% | .
CNc1nc(N)c(C(=O)C23CC4CC(CC(C4)C2)C3)s1 | -3% | -5% | -2% | 0.0% | 28 | -1% | -3% | 2% | -5% | 7%

Outcome played no part in choosing rows. About 3.8% of those tested had a hit in this group.
